FEN1 inh = qHTS Assay for the Inhibitors of Human Flap endonuclease 1 (FEN1) | Potency, µM (highest dose often 114 µM), without a hit: at the highest dose activity change, negative = inhibition, most hits filed as inhibitors | actives 0.35% (n = 390,000) | AID 588795, 2011 | P39748 | Recombinant FEN1 flap cleavage, fluorescence, 15 min; also: nearly all actives have a fitted effect of over 65% in size
Target sequence (P39748 whole entry, looked up): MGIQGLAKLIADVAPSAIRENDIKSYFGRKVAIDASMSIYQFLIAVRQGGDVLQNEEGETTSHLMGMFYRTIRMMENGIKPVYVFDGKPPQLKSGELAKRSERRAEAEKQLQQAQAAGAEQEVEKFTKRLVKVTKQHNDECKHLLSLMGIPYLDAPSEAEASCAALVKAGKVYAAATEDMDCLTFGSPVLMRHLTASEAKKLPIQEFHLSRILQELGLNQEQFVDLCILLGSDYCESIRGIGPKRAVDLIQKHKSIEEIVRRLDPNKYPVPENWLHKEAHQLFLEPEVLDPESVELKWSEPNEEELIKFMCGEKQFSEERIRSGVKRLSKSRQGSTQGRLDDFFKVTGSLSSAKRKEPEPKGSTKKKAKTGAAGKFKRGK
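Recombinant FEN1 (10 nM) was preincubated with pin-transferred compounds for 15 min at room temperature, then flap DNA substrate (50 nM final) was added. Plates were read at 0 and 15 min, and normalized concentration–response data were fitted to a four-parameter Hill equation.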
TDP1 inh = qHTS Assay for Inhibitors of Tyrosyl-DNA Phosphodiesterase (TDP1). actives 0.28% (n = 350,000). AID 485290, 2010. Potency, µM (doses to about 130 µM), without a hit: at the highest dose activity change, negative = inhibition, most hits filed as inhibitors. recombinant TDP1, AlphaScreen DNA substrate cleavage; also: nearly all actives have a fitted effect of over 40% in size
Target sequence (Q9NUW8 whole entry, looked up): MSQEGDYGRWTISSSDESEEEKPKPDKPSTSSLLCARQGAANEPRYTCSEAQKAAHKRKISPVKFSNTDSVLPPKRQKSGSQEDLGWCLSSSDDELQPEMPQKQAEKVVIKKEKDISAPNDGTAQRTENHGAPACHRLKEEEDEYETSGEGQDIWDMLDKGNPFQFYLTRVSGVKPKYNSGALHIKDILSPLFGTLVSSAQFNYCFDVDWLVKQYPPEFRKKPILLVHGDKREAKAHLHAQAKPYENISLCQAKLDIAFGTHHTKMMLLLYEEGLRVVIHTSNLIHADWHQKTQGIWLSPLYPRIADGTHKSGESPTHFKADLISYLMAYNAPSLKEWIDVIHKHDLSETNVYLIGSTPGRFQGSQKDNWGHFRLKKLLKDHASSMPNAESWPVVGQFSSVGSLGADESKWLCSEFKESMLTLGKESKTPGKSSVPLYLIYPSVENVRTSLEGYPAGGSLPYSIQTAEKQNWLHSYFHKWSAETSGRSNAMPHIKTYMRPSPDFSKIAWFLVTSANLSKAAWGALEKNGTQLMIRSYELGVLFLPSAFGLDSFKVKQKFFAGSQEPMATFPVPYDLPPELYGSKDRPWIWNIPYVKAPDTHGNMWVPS
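Here, a 5' biotin and 3' phosphotyrosine-FITC DNA oligonucleotide reports Tdp1 activity: intact substrate bridges AlphaScreen beads, while cleavage leaves a 3' phosphate and drops signal. All incubations at room temperature.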
N370S GC mod = qHTS Assay for Inhibitors and Activators of N370S glucocerebrosidase as a Potential Chaperone Treatment of Gaucher Disease | N370S GC spleen homogenate, 4MU-glucoside fluorescence | AID 2101, 2009 | Lysosomal acid glucosylceramidase (Homo sapiens), P04062 | Potency, µM (titrated, usually from 59.4 µM), inactives show top-dose activity change, negative = inhibition, actives largely listed as inhibitors | actives 0.092% (n = 330,000);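 also: 0% = full enzyme activity and -100% = no enzyme basal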
Active calls of the source: *; ? = inconclusive; . = not tested or not shown; & = joins results of further samples; [ ] = dose if it differs, or a comment. Calls follow the shape of the dose curve; as a rule, active = well fitted curve in the direction sought with a large enough effect; inconclusive = small, poorly fitted or top-dose-only effect, or another doubt; inactive = no such curve, though single readings can be large; an effect the other way counts as inactive or inconclusive. Unless noted, % is scaled to controls: 0 for no effect and ±100 for the full control effect; potency is read from the fitted curve at half-maximal effect.

SMILES	FEN1 inh	TDP1 inh	N370S GC mod
Cc1c(NC(=S)NC(=O)C2CCCCC2)c(=O)n(-c2ccccc2)n1C	0.9%	0.0%	-3.8%
COc1ccc(NC(=S)N/C(=N/S(=O)(=O)c2ccc(C)cc2)c2ccccc2)cc1	-3.5%	2.6%	4.3%
CCN(CC)c1ccc(S(=O)(=O)Nc2cc(Cl)ccc2Cl)cc1NC(=S)NC(=O)C1CCCC1	-22.0%	11.0%	5.5%
CN(C)c1nc(Cl)nc(NCCOc2ccccc2)n1	-0.3%	-5.3%	-0.3%
CC(NC(=O)c1cc(COc2c(F)cccc2F)on1)c1cnn(-c2ccccc2)c1 (stereo not given)	9.4%	2.5%	-10.6%
CC1CCCCN1Cc1c(O)ccc2c(=O)c(-c3ccc(Br)cc3)coc12 (stereo not given)	-11.8%	.	6.3%
COC(=O)c1ccc(NC(=O)C2CCCN(S(C)(=O)=O)C2)cc1 (stereo not given)	0.6%	2.6%	0.8%
C/C(O)=C\c1nc(=O)c2c(C)cc(C)nc2n1-c1ccccc1	13.8%	6.8%	-17.1%
O=C(NC(=S)NCCC1=CCCCC1)c1ccco1	-23.1%	5.1%	14.6%
CCCSc1nc2c(c(=O)[nH]1)C(c1ccc(O)c(OCC)c1)CC(=O)N2 (stereo not given)	-5.9%	-3.6%	.
COc1ccc(S(=O)(=O)N2CCN(c3ccccc3OC)CC2)cc1OC	2.8%	7.4%	-7.3%
COc1ccc(N2CCN(CC(=O)NC(=O)NCc3ccccc3)CC2)cc1	-0.6%	-0.9%	.
NC(=O)C1(N2CCCCC2)CCN(C(=O)CSc2nc3ccccc3[nH]2)CC1	-3.4%	?	-2.3%
Cc1sc2nc(SCC(=O)NCCO)n(C)c(=O)c2c1C	3.7%	4.0%	12.9%
O=C(NCc1ccco1)c1ccc2c(c1)N(Cc1ccc(Cl)cc1)C(=O)c1ccccc1S2(=O)=O	-17.5%	1.2%	.
O=C(c1cccs1)N1CCN(Cc2nc3ccccc3c(=O)[nH]2)CC1	-3.4%	4.4%	5.7%
O=c1cc(CNC2CCCCC2)c2ccccc2[nH]1	7.1%	9.4%	5.1%
O=c1c2ccccc2cnn1Cc1n[nH]c(=S)n1-c1ccc(F)c(Cl)c1	3.0%	5.5%	-1.4%
C/C(CC(O)(/C=N/O)c1ccccc1)=N\O (stereo not given)	7.3%	-4.1%	-5.4%
O=C(N/N=C/c1ccoc1)c1ccccc1	-6.4%	.	-10.7%
CC(C)CNC(=O)c1ccccc1NC(=O)c1ccc(CN2CCOCC2)cc1	-7.6%	6.2%	-1.2%
Cc1cccc(N2CN(Cc3cccnc3)CNC2=S)c1C	-3.2%	1.4%	-4.4%
Cc1cc(NC(=O)C2CC(=O)N(c3cccc(Cl)c3)C2)no1 (stereo not given)	4.8%	10.6%	1.3%
CSc1nn(Cc2cccc(F)c2)c(N(C(C)=O)C(C)=O)c1S(=O)(=O)c1ccccc1	-21.5%	2.7%	.
Cc1nn(-c2ccccc2)c(C)c1/C=N\NS(=O)(=O)c1ccc(Cl)cc1	10.2%	-1.1%	.
O=C(CC1C(=O)NCCN1Cc1ccccc1C(F)(F)F)NCCN1CCOCC1 (stereo not given)	-2.6%	2.8%	-2.0%
CC(C)(C)CNC(=O)c1cccc2c1C(=O)c1ccc(-c3cc4ccccc4o3)cc1S2(=O)=O	18.1%	0.8%	.
NC(=O)CSc1c[nH]c2ccccc12	-3.1%	4.2%[56.1 µM]	-0.7%
O=[N+]([O-])c1ccc(Oc2ccc(S(=O)(=O)N3CCOCC3)cn2)cc1	-3.7%	.	-12.3%
CN1CCC(=O)N([C@H](COc2ccccc2)Cc2ccccc2)CC1	-9.9%&-0.4%	.	3.2%
Oc1ccccc1N=Nc1nc(-c2ccccc2)c(-c2ccccc2)[nH]1	-19.7%	13.2%	?
Cn1c(=O)c(=O)n(C)c2cc(S(=O)(=O)NCc3ccc(Cl)cc3)ccc21	?	0.0%	-9.5%
CCCCNC(=O)N1CCN(c2ccccc2OCC)CC1	-1.8%	2.4%	8.3%
O=C(CCNS(=O)(=O)c1ccccc1)NCCCSc1ccccc1	8.9%	3.6%	-2.8%
COc1cccc(CNC(=O)C2CCN(c3nc4ccc(Cl)cc4[nH]3)CC2)c1	10.3%	5.4%	.
CC1=C(C(=O)Nc2ccc(C)cc2)C(c2ccc(C)o2)C2=C(CC(C)(C)CC2=O)N1 (stereo not given)	-3.9%	1.0%	10.8%
Cc1ccc(C)c(NC2=CC(=O)CC(C)(C)C2)c1C#N	-2.3%	3.0%	-10.9%[2.35 µM]
Cc1cc(S(=O)(=O)N2CCCC(C)C2)ccc1-n1cnnn1 (stereo not given)	-3.5%	3.5%	2.8%
O=C(NCc1ccco1)C1CCN(S(=O)(=O)c2ccc(-n3cnnn3)cc2)CC1	6.4%	3.0%	-5.5%
CCCc1nc(SCC(=O)N2CCC(Cc3ccccc3)CC2)c2c(=O)n(C)c(=O)n(C)c2n1	-25.5%	4.3%	11.8%

Of the compounds above, these have a thiophene ring, fused or not.
SMILES	FEN1 inh	TDP1 inh	N370S GC mod
Cc1sc2nc(SCC(=O)NCCO)n(C)c(=O)c2c1C	3.7%	4.0%	12.9%
O=C(c1cccs1)N1CCN(Cc2nc3ccccc3c(=O)[nH]2)CC1	-3.4%	4.4%	5.7%

(next part)
SMILES	FEN1 inh	TDP1 inh	N370S GC mod
Cc1ccc(Nc2nc(N)nc(CCl)n2)c(C)c1	21.9%	.	-6.3%
Cc1ccccc1NC(=O)C12CC3CCC1(C)C3(C)CO2 (stereo not given)	3.5%	5.4%	2.5%
Cc1cccc(C(=O)Nc2nc3c(s2)CCCC3)c1	5.3%	7.8%	.
O=C(N/N=C\C=C\c1ccc(Br)cc1)c1ccc2c(c1)OCO2	0.5%	.	-0.8%
Cc1cc(=O)c2n(Cc3ccccc3Cl)nc[n+]2[nH]1	-3.2%	2.2%[56.1 µM]	0.4%
Fc1ccc(C2c3cccn3CCN2C(=S)Nc2cccc(Br)c2)cc1 (stereo not given)	-8.0%	7.4%	10.0%
CCN(Cc1ccccc1)C(=O)Cn1c(C(C)O)nc2ccccc21 (stereo not given)	15.6%	8.8%	2.9%
COc1cc2c(cc1OC)-c1c(oc3cc(O)cc(O)c3c1=O)CO2	.	-5.7%[56.1 µM]	-11.3%
COc1ccc(C(CC(=O)O)NC(=O)OC(C)(C)C)cc1 (stereo not given)	-1.7%	-6.2%	2.2%
CC(C)(C)CN1C(=O)C(=O)NC[C@H]1Cc1cccc2ccccc12	16.5%	3.8%	-7.9%
Cc1ccc(S(=O)(=O)N2[C@@H](c3ccccc3F)C(C(=O)O)=CC[C@H]2c2cccc(C)c2)cc1	7.2%	4.6%	-21.0%
CCN1C(=O)[C@H]2[C@@H](c3ccc(C)cc3)N3C(=O)N(c4ccc(C)cc4)C(=O)[C@@]3(C)[C@H]2C1=O	-2.5%	.	-7.9%
Oc1cc(Br)ccc1C=Nc1ccc(N2CCCCC2)cc1	14.4%	3.8%	-1.7%
CCOc1cc(C=O)ccc1OCC(=O)N1CCCC1	21.9%	6.2%	2.0%
COc1ccc(NS(=O)(=O)c2cccc(C(=O)N3CCN(Cc4cc(OC)ccc4OC)CC3)c2)cc1	-16.4%	6.3%	-3.7%
COc1ccc(C(=O)COC(=O)CCN=C2NS(=O)(=O)c3ccccc32)c(OC)c1	5.2%	.	-0.3%
COc1ccc(NC(=O)c2nc[nH]c2C(=O)NCC(=O)OC(C)(C)C)cc1	?	3.8%	-5.1%
COc1cccc(NC(=O)Cc2csc(NC(=O)Nc3ccccc3OC)n2)c1	-16.9%	8.8%	19.5%
CCSCCOC(=O)C1=C(C)NC(=O)NC1c1ccc2c(c1)OCO2 (stereo not given)	16.1%	-13.1%	0.4%
COc1ccc(C(=O)c2coc3ccc(OC(C)=O)cc23)cc1	-9.1%	.	0.7%

Laid out differently: 4 of the compounds above
Cc1ccccc1NC(=O)C12CC3CCC1(C)C3(C)CO2 (stereo not given)
  FEN1 inh = 3.5%; TDP1 inh = 5.4%; N370S GC mod = 2.5%

Cc1cccc(C(=O)Nc2nc3c(s2)CCCC3)c1
  FEN1 inh = 5.3%; TDP1 inh = 7.8%; N370S GC mod = .

O=C(N/N=C\C=C\c1ccc(Br)cc1)c1ccc2c(c1)OCO2
  FEN1 inh = 0.5%; TDP1 inh = .; N370S GC mod = -0.8%

Cc1cc(=O)c2n(Cc3ccccc3Cl)nc[n+]2[nH]1
  FEN1 inh = -3.2%; TDP1 inh = 2.2%[56.1 µM]; N370S GC mod = 0.4%

3 of the entries above in order of their number in N370S GC mod, highest first.
SMILES | TDP1 inh | N370S GC mod
Fc1ccc(C2c3cccn3CCN2C(=S)Nc2cccc(Br)c2)cc1 (stereo not given) | 7.4% | 10.0%
Cc1ccccc1NC(=O)C12CC3CCC1(C)C3(C)CO2 (stereo not given) | 5.4% | 2.5%
Oc1cc(Br)ccc1C=Nc1ccc(N2CCCCC2)cc1 | 3.8% | -1.7%

(next part)
SMILES	FEN1 inh	TDP1 inh	N370S GC mod
O=C(CCN=C1NS(=O)(=O)c2ccccc21)OCc1ccccc1	-4.7%	.	-17.1%
Cc1c(C#N)c2ccccc2n1C	-1.9%	.	2.3%
CCOC(=O)COc1nc(-c2ccccc2)cc(-c2ccco2)c1C#N	-1.0%	.	15.3%
CC(NC(=O)Cn1cnc([N+](=O)[O-])n1)c1ccccc1 (stereo not given)	1.1%	0.0%	-14.8%
CCOC(=O)N1CCN(CC(=O)Nc2c(C(=O)OC)[nH]c3ccccc23)CC1	-6.6%	-2.9%	3.9%
CCc1nnc(NC(=O)CSc2nnc(C3CCCCC3)n2-c2cccc(Cl)c2)s1	3.7%	7.7%[56.1 µM]	4.6%
O=C(Cc1ccccc1)NCCSCc1ccccc1	-10.4%	5.5%	1.5%
CCOC(=O)C1(CC)NC(c2ccc(OC)c(OC)c2)C2C(=O)N(c3cccc(C(C)=O)c3)C(=O)C21 (stereo not given)	17.2%	4.9%	-1.3%
CN(Cc1c(C(=O)N/N=C/c2cccc(F)c2)nnn1-c1nonc1N)C1CCCCC1	2.7%	3.8%	4.7%
Cc1ccc(N2CCN(S(=O)(=O)N3CCCCCC3)CC2)cc1Cl	-0.4%	2.3%	-6.4%
COc1ccc(C2=CC3=C(Br)C(=O)C(C)(OC(=O)c4cccs4)C(=O)C3=CO2)cc1 (stereo not given)	?	2.5%	6.9%
O=C(O)C(Oc1ccc2cc(-c3ccc(Cl)cc3)c(=O)oc2c1)c1ccccc1 (stereo not given)	-3.6%	.	?
COc1ccc(CNC(=O)CCS(=O)(=O)c2cccc3nonc23)cc1	3.3%	7.0%	-16.0%
O=S(=O)(Nc1ccc(-n2cccc2)cc1)c1ccc(Cl)cc1Cl	-22.8%	5.6%	-2.8%
CN(CC(=O)Nc1ccc(F)cc1)C(=O)COC(=O)CNC(=O)c1ccc(Cl)cc1Cl	-0.6%	0.0%	-6.7%
O=C(Cn1c(SCCOc2ccc(Cl)cc2)nc2ccccc21)N1CCCCC1	19.2%	5.7%	.
CCc1nc(SCC(=O)N2CCCCCC2)c2c(=O)n(C)c(=O)n(C)c2n1	18.8%	5.8%	-14.8%

Given field by field: 2 of the compounds above.
COc1ccc(CNC(=O)CCS(=O)(=O)c2cccc3nonc23)cc1
  FEN1 inh: 3.3%
  TDP1 inh: 7.0%
  N370S GC mod: -16.0%

CN(CC(=O)Nc1ccc(F)cc1)C(=O)COC(=O)CNC(=O)c1ccc(Cl)cc1Cl
  FEN1 inh: -0.6%
  TDP1 inh: 0.0%
  N370S GC mod: -6.7%

Source: PubChem BioAssay
